# Dengue virus CPE: Dengue virus cytopathic effect inhibitors, cell-based, CPE readout, HTS (AID 540333) | Dengue virus CPE inhibition in host cells; active compounds read high | CPE inhibition, % at 20 µM | 3.1% of 10,000 active; in the data active = CPE inhibition mostly above about 9.1%, no sharp cut-off; inactive = mostly below about 7.2%
# An asterisk follows results filed as active; i = inactive.
SMILES,Dengue virus CPE
O=C(CC12CC3CC(CC(C3)C1)C2)NC(=S)NCc1ccccc1,0.6
O=C(NCCN1C(=O)S/C(=C\c2ccc(OC(F)F)cc2)C1=O)[C@@H]1CCCN1C(=O)c1cccs1,i
COC(=O)C[N+](C)(C)CC#Cc1ccccc1,0.7
COc1ccc(CCN=C(N)NS(=O)(=O)c2ccccc2)cc1OC,0.3
Cc1ccc(CNC(C)(C)CO)cc1,i
Cc1ccc(OCCOCCOc2ccc(Br)cc2/C=N\NC(=O)c2ccncc2)cc1,i
Cc1ccc(NC(=O)C(=O)NCCOc2ccccc2Cl)cc1,3.4
CSCCC(NC(=O)c1ccc(Cl)cc1)C(=O)OCC(=O)Nc1ccc(C#N)cc1 (configuration not stated),0.0
CC1CC(C)CN(CCCCOc2ccc([N+](=O)[O-])cc2)C1 (configuration not stated),i
Cc1cccc(Oc2coc3cc(OC(=O)c4cncc(Br)c4)ccc3c2=O)c1,i
COc1ccc(/C=c2\s/c(=C/C(=O)c3ccc(C)cc3)[nH]c2=O)cc1OC,4.6
CCN(CC(=O)N1CCN(c2ccccc2)CC1)S(=O)(=O)c1ccc(C)cc1,i
Cc1cc(C)nc(N/N=C/C=C/c2ccccc2)n1,0.5
COc1ccc(C(CCN(Cc2ccc(OC)c(OC)c2)C(=O)CCl)c2ccccc2)cc1 (configuration not stated),i
CCCNC(=O)C(Cc1ccc(F)cc1)NC(=O)c1ccccc1 (configuration not stated),0.0
c1nc(N2CCC3(CC2)OCCO3)c2[nH]cnc2n1,i
Cc1nc(NC(=O)c2ccccc2)nc2cc3c(cc12)OCO3,i
Cc1ccc(NC(=O)c2ccc(N3CCOCC3)c([N+](=O)[O-])c2)cc1S(=O)(=O)N1CCOCC1,i
CCOC(=O)C1=C(C)C2C3C(=O)N(c4cc(C)ccc4C)C(=O)C3C1(C)C1C(=O)N(c3cc(C)ccc3C)C(=O)C21 (configuration not stated),1.1
CCOC(=O)[C@@H]1[C@H]2COc3ccccc3[C@@H]2N2C(=O)N(c3cccc(C)c3)C(=O)[C@@]12C,0.2

# A few values from above.
# For Dengue virus CPE, Cc1ccc(NC(=O)C(=O)NCCOc2ccccc2Cl)cc1 is entered as 3.4
# For Dengue virus CPE, O=C(CC12CC3CC(CC(C3)C1)C2)NC(=S)NCc1ccccc1 is entered as 0.6

# Next entries:
SMILES,Dengue virus CPE
Cc1ccc(NC(=O)c2ccc(OCC3CCCO3)cc2)c(C)c1 (configuration not stated),1.8
O=C(/C=C/c1ccc(Cl)cc1)N(c1ccccn1)C1CCCCC1,1.6
CCOc1ccc(OCc2cccc(C(=O)Nc3ccc(CN4CCCCC4)cc3)c2)cc1,i
COc1cccc(/C=N/NC(=O)c2nc(-c3ccccc3)cc(-c3ccccc3)n2)c1O,0.4
CC(C)Cn1c(/C=C/c2ccccc2)nc2ccccc21,6.8
COCCCNC(=O)/C=C/c1c(Cl)cccc1Cl,0.2
Cc1cc(C(=O)NNC(=O)CCCCC(=O)NNC(=O)c2cc(C)[nH]n2)n[nH]1,0.9
CC1(c2nnc(-c3cccc(Cl)c3)o2)CC(c2c(Cl)cccc2Cl)=NO1 (configuration not stated),1.2
CC(C)=NOC(=O)c1ccc(-c2ccccc2)cc1,0.3
CC(Sc1nnc2c(n1)C1CCC2(C)C1(C)C)C(=O)Nc1ccccc1 (configuration not stated),3.7
Cc1csc(SCC(=O)NCCc2ccc(Cl)cc2Cl)n1,i
O=C(Nc1nnc(SCc2ccccc2Cl)s1)c1cccc([N+](=O)[O-])c1,i
CC1CN(S(=O)(=O)c2ccc(C(=O)Nc3sccc3C(N)=O)cc2)CC(C)O1 (configuration not stated),0.5
C#Cc1ccc([C@@H]2C=C(C(=O)N3CCOCC3)O[C@H](OCc3ccc(CO)cc3)C2)cc1,i
COc1ccc(C(=O)O/N=C(\N)Cc2ccc(Cl)cc2Cl)cc1OC,i
Cc1nn(-c2ccccc2)c(C)c1/C=N/NC(=O)CSc1nnc(SCc2ccc(Cl)cc2)s1,1.4
COc1cccc(NC(=O)CC2S/C(=N\S(=O)(=O)c3ccccc3)N(c3ccccc3)C2=O)c1 (configuration not stated),0.1
COc1ccc(/C=C/C(=O)OCc2csc(-c3ccccc3)n2)cc1OC,1.1
CSc1nc(N)nc(SCC(=O)Nc2cccc(F)c2)c1C#N,0.1
O=C(Nc1ccccn1)c1ccc([N+](=O)[O-])cc1Cl,0.4
CCOc1cc(C2Nc3ccccc3C(=O)N2c2ccccc2)c(Br)cc1OCC(=O)O (configuration not stated),i
CCn1cc(C(=O)OCC(=O)c2cc(C)n(-c3ccc(OC(F)F)cc3)c2C)c(=O)c2ccc(C)nc21,0.3
CCC(C)NC(=S)N1CCN(C(c2ccccc2)c2ccccc2)CC1 (configuration not stated),11*
Oc1ccc(-c2cnns2)c(O)c1,i
CCNC(=O)NC(=O)COC(=O)c1cccc(NS(=O)(=O)/C=C/c2ccccc2)c1,i
Cc1ccccc1NC(=S)N=Nc1c(O)n(C)c2ccc(S(=O)(=O)N3CCOCC3)cc12,0.3
O=C(CCCOc1ccc(Cl)cc1Cl)NNC(=O)c1ccc(NC(=O)c2ccccc2)cc1,1.3
O=[N+]([O-])c1cc(C(F)(F)F)cc([N+](=O)[O-])c1NN=C1CCCCC1,0.0
CCCN(C(=O)CSc1cc(-c2ccccc2)c2ccc(OC)cc2n1)C1CCS(=O)(=O)C1 (configuration not stated),2.8
CC(/C=C1\SC(=S)N(CC(=O)N2CCN(c3ccccc3)CC2)C1=O)=C\c1ccccc1,1.5
O=C(COC(=O)CC(c1ccccc1)c1ccccc1)Nc1cccc(F)c1,i
Cc1ccc(NC(=O)CSc2nnc(-c3cccnc3)n2CCN2CCCCC2)cc1,0.2
O=C(Nc1ccccc1)c1cccnc1NCCc1ccccc1,0.3
COc1ccc(-c2cc(N3C(=O)Nc4ccccc4N3O)n[nH]2)cc1OC,0.3
COc1ccc(N2C(S)=C(C#N)C(=O)NC2c2ccco2)cc1 (configuration not stated),i
CC1(C)CCC(C)(C)NC(=S)N1,i
Cc1cc(NC(=O)CSCC(=O)N(c2ccc(F)cc2)C(C(=O)NC2CCCCC2)c2ccc(O)c(O)c2)no1 (configuration not stated),i
CN(C)c1ccc(N=Nc2ccccc2C(=O)OCC(=O)N2CCCCCC2)cc1,1.6
COc1ccc(C(=O)OC/C(O)=C(\C#N)c2nc3ccccc3[nH]2)cc1S(=O)(=O)N1CCOCC1,i
CCOC(=O)c1cc(-c2ccccc2)sc1NC(=O)C(C)Sc1nnc(N)s1 (configuration not stated),19*
COc1ccccc1-n1c(CCn2nc(C)c(Br)c2C)n[nH]c1=S,1.3
Cc1cccc(NC(=S)NCC(c2cccnc2)N(C)C)c1C (configuration not stated),1.3
Cc1cc(-c2csc(NC(=O)c3cccc(S(=O)(=O)N(C)C)c3)n2)c(C)n1-c1ccccc1,0.4
[O-]/C(=C(\C(=S)Nc1cccc2ccccc12)[n+]1ccccc1)c1ccc(Cl)s1,1.7
CCOC(=O)Nc1ccc2c(COC(=O)CNS(=O)(=O)c3cccc(Br)c3)cc(=O)oc2c1,i
O=C(C1CCCO1)N1CCN(C(=S)Nc2ccccc2F)CC1 (configuration not stated),1.2
C#Cc1ccc([C@H]2C=C(C(=O)OCC=C)O[C@@H](OCCCCO)C2)cc1,0.2
COC(=O)C(=NNc1c(C)n(C)n(-c2ccccc2)c1=O)C(=O)OC,i
COc1ccccc1NS(=O)(=O)c1cc(NC(=S)NCCN2CCOCC2)ccc1N1CCOCC1,1.0
Cc1ccc(/C=C/C(=O)NCc2ccc3c(c2)OCO3)o1,0.1
Cc1ccc(N2C(=O)NC(NC(=O)C(C)(C)C)(C(F)(F)F)C2=O)cc1C (configuration not stated),0.2
COc1ccc(C/C(C)=N/NC(=O)c2cc(C)oc2C)cc1,i
CCCCC(=O)Nc1ccc(NC(=S)NC(=O)CCCCl)cc1OC,0.1
COc1ccc(C(=O)c2c(O)cc(-c3ccc(OC)cc3)oc2=O)cc1,i
C=CCNC(=O)C12CCC(C)(C(=O)C1Br)C2(C)C (configuration not stated),0.4
Cc1ccccc1NC(=S)NC(=O)c1cncc(Br)c1,i
CC(C)c1cc(N2CCC(=O)NC2=O)cc(C(=O)O)c1O,i
O=Nc1c(O)n(Cc2c(Cl)cccc2Cl)c2ccccc12,i
CCCCN(CC(=O)NCc1ccc(Cl)cc1)S(=O)(=O)c1ccc2c(c1)OCCO2,0.2
C#CCOCCOCCOCCNc1nc(N2CCN(C(=O)CCCCCCCCCCNC(=O)[C@H](CCCCN)n3cc(C)nn3)CC2)nc(N2CCN(C(=O)CCCCCCCCCCNC(=O)[C@H](CO)n3cc(CCCSC)nn3)CC2)n1,i

# Next section
SMILES,Dengue virus CPE
CCOC(=O)CNC(=O)CSc1nnc(C)c(=O)[nH]1,i
Cc1onc(-c2c(Cl)cccc2Cl)c1C(=O)NC(=S)Nc1sc2c(c1C(N)=O)CCC(C)C2 (configuration not stated),i
CC1CC1c1ccc(/C=C(\C#N)C(=O)Nc2cccc(Cl)c2Cl)o1 (configuration not stated),0.7
COc1cccc(OCCCn2cc(/C=C3/C(=N)N4C=C(C)SC4=NC3=O)c3ccccc32)c1,7.0
NNc1nccc(Nc2ccccc2C(=O)O)n1,i
CN(c1cccc(NC(=O)CN(c2cccc(Cl)c2)S(=O)(=O)c2ccc(Cl)cc2)c1)S(C)(=O)=O,12*
CCN(CC)c1nc(Oc2ccc(=O)[nH]n2)nc(N2CCOCC2)n1,0.7
Cc1ccc(S(=O)(=O)N(CCC(=O)Nc2ccc(OC(F)(F)F)cc2)c2ccccc2)cc1,7.5
CC(C)c1ccc(NC(=O)CSc2ncccc2C(=O)Oc2cccc([N+](=O)[O-])c2)cc1,5.5
CCN(CC)c1ccc(C(=O)OCC(=O)Nc2sccc2C#N)cc1,i
O=C(COC(=O)/C=C/c1ccccc1[N+](=O)[O-])Nc1ccc(OC(F)F)cc1,4.5
Cc1ccc(S(=O)(=O)N2CCN(CC(=O)N/N=C/c3ccco3)CC2)cc1,0.3
CCN(CC)S(=O)(=O)c1ccc(NS(=O)(=O)CC23CCC(CC2=O)C3(C)C)cc1 (configuration not stated),i
CCOC(=O)/C(=C\c1ccc(Cl)cc1)c1nc2sc(C)c(C)c2c(=O)[nH]1,i
CCNC(=S)Nc1ccc(Cl)cc1,0.0
Cc1sc2nc(COC(=O)CNC(=O)c3ccc(C(C)(C)C)cc3)[nH]c(=O)c2c1C,0.4
COc1ccc(COc2ccccc2C(=O)NCc2ccccc2)cc1F,1.7
COC(=O)c1ccccc1NC(=O)/C=C/C(=O)O,i
COC(=O)c1ccc(S(N)(=O)=O)o1,i
CCCCCC(=O)NNC(=S)NC(=O)c1cccc([N+](=O)[O-])c1,0.7

# In the list so far, 6 have a furan ring, fused or not:
SMILES,Dengue virus CPE
COc1ccc(N2C(S)=C(C#N)C(=O)NC2c2ccco2)cc1 (configuration not stated),i
Cc1ccc(/C=C/C(=O)NCc2ccc3c(c2)OCO3)o1,0.1
COc1ccc(C/C(C)=N/NC(=O)c2cc(C)oc2C)cc1,i
CC1CC1c1ccc(/C=C(\C#N)C(=O)Nc2cccc(Cl)c2Cl)o1 (configuration not stated),0.7
Cc1ccc(S(=O)(=O)N2CCN(CC(=O)N/N=C/c3ccco3)CC2)cc1,0.3
COC(=O)c1ccc(S(N)(=O)=O)o1,i

# (further entries)
SMILES,Dengue virus CPE
Cc1ccc(S(=O)(=O)N2CCN(CC(=O)N/N=C/C=C/c3ccccc3)CC2)cc1,0.4
Cc1ccc(/C(N)=N/OC(=O)Cc2ccccc2)cc1,2.1
CCOC(=O)/C=C/c1cnn(-c2ccccc2)c1,i
O=C(Nc1ccc2c(c1)CCC2)c1cccc(S(=O)(=O)Nc2ccccc2Cl)c1,i
Cc1c(Cl)cnc(NC(=O)COC(=O)c2cccc(S(=O)(=O)N3c4ccccc4CC3C)c2)c1Cl (configuration not stated),0.5
CN(C)CCNC(=O)/C(=C/c1ccc(-c2cccc(Cl)c2)o1)NC(=O)c1ccccc1,3.2
CC(C)NC(=S)N/N=C/c1sc(N2CCCCC2)nc1-c1cccs1,2.2
COC(=O)c1ccccc1NC(=O)Cc1nc(-c2ccccc2)sc1-c1ccc(C)cc1,2.5
CCN(CC)CCCN1C(=O)C(O)=C(C(=O)c2ccc(C)o2)C1c1ccc(C)o1 (configuration not stated),0.1
O=C1CC(c2ccccc2)Sc2nc(-c3ccccc3)c(-c3ccccc3)n21 (configuration not stated),i
CCOC(=O)C(=NC(C)CC)NNc1cccc(C(F)(F)F)c1 (configuration not stated),0.1
Cc1cc(C)c(NC(=O)NC2CCCCC2)c(C)c1,0.1
O=C(O)C12CC3CC(C1)CC(n1ncc(N4CCN(c5ccccc5)CC4)c(Cl)c1=O)(C3)C2,0.3
O=C(/C=C/c1cccc(Cl)c1)NCc1ccncc1,0.1
CCOC(=O)c1sc(-c2ccccc2)cc1NC(=O)Nc1ccccc1,12
CNC(=S)NNC(=O)c1sccc1C,i
COc1ccccc1NS(=O)(=O)c1ccc(Cl)c(NC(=O)CN2C(=O)c3ccccc3C2=O)c1,2.3
OCC[C@H]1C[C@@H](O)[C@H](O)[C@]2(CCc3ccccc3O2)O1,0.1
COc1ccc(/C=C/C(=O)OCC(=O)Nc2cccc(Oc3ccccc3)c2)c(OC)c1,i
CC(=O)Nc1cc(C(=O)NCc2ccco2)ccc1Sc1ccc(Cl)cc1,i

# Structural class, those above with a CF3 group.
SMILES,Dengue virus CPE
O=[N+]([O-])c1cc(C(F)(F)F)cc([N+](=O)[O-])c1NN=C1CCCCC1,0.0
Cc1ccc(N2C(=O)NC(NC(=O)C(C)(C)C)(C(F)(F)F)C2=O)cc1C (configuration not stated),0.2
Cc1ccc(S(=O)(=O)N(CCC(=O)Nc2ccc(OC(F)(F)F)cc2)c2ccccc2)cc1,7.5
CCOC(=O)C(=NC(C)CC)NNc1cccc(C(F)(F)F)c1 (configuration not stated),0.1

# Screening results: PubChem BioAssay, Southern Research Specialized Biocontainment Screening Center

# These rows are one share of the data (hit frequency here may not be typical).
